# Lipid droplet: modulators of hepatic lipid droplet formation | inhibition, % at 6.5 µM | AML12 mouse hepatocytes, oleate lipid droplets, BODIPY imaging | AID 1656 | hit rate 0.4% among 240,000;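 active = lipid droplet intensity inhibited by at least 50%, with more than 500 cells counted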
#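 Test system: AML12 mouse liver cells; schedule: overnight exposure; technique: high-content imaging of BODIPY-stained droplets and DAPI nuclei; read-out: % inhibition of corrected integrated BODIPY droplet signal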
# T cell HTS: T cell immune modulation candidate; AID 2052; calls only at 7 µM; hit rate 0.068% among 330,000; 2C CD8+ T cell-vesicle binding, flow cytometry; active compounds read low;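 active = response, share of CD8 T cells binding vesicles, and their 90th percentile fluorescence all below set limits, cut at about 80% in these data, passing the limit was not always enough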
#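 Material: murine 2C transgenic CD8+ T lymphocytes / Also added: QL9-peptide-loaded Drosophila micro-vesicles bearing Ld, ICAM-1 and B7-1 / Schedule: binding step 1.5 h, 37 °C, antibody labelling 20 min, ice / Signal: flow cytometry, PE anti-B7-1 (FL2) versus Alexa647 anti-CD8 (FL8), PFA-fixed / Evaluation: percent CD8+ FL2 mean versus row control / Benchmarks: naked versus QL9-loaded vesicles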
# Autophagy HCS: autophagy modulation, high-content screen; hit rate 0.98% among 190,000; MEF GFP-LC3 puncta imaging; test concentration mostly 10 µM; calls only at 10 µM (by protocol);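 active = percentage of spot-positive cells more than 3 SD above its plate mean, without a fluorescence outlier flag or 80% toxicity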;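 also: spot-positive cell cutoff set from DMSO-treated cells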
# MT stabilize HCS: microtubule stabilization, imaging screen; HeLa tubulin immunostaining HCS, 24 h; share of cells brighter than vehicle mean+2SD; % tubulin-high responders, % at 10 µM; hit rate 0.83% among 200,000;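 active = plate Z-score above 3 for both tubulin-high and condensed-nucleus cell shares, with cell loss under 80%, at 10 µM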;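 also: anti alpha tubulin signal scored within the nucleus-defined area of each cell; some results filed as inactive read as strong as hits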
# Salmonella PhoP GFP: PhoP-dependent GFP reporter repression – Salmonella Typhimurium, primary screen (AID 1863) | S. Typhimurium PhoP-regulated promoter GFP reporter, 4 h; higher % means a stronger effect | inhibition, % at 50 µM, or IC50 in µM where a hit was titrated | hit rate 0.16% among 300,000;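 active = inhibition over 29.93%, a cutoff 3 SD above the screen mean, later confirmed by dose response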;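 also: 0% = low Mg2+ inducing control and 100% = high Mg2+ repressing control; strong numbers were not always called active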
# Ins promoter up: MIN6 insulin promoter up-regulation; MIN6 insulin promoter-GFP reporter, high-content imaging; active compounds read high; z-score at 5 µM; hit rate 0.3% among 190,000; AID 1625;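 active = z-score above 3 at 5 µM with at least 500 cells counted in the well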
# bCat nuc transl: alters nuclear translocation of beta-catenin in HeLa cells. nuclear translocation activity, % at 5 µM. hit rate 0.3% among 190,000. immunofluorescence imaging;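 active = nuclear translocation activity above 50% at 5 µM, with a well cell count of 50 or more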;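 also: per-cell ratio of nuclear to cytoplasmic median beta-catenin stain intensity; plate controls were DMSO negative control for no effect and GSK-3 inhibitor IX positive control for full effect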
#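 Signal – beta-catenin immunofluorescence imaging with DAPI · Test system – human HeLa cell line · Dosing – 5 µM primary single dose, 0.1% DMSO, 0.02–20 µM confirmation series · Measure – % activation, nuclear-to-cytoplasmic median beta-catenin signal ratio per cell · Incubation – 24 h compound exposure at 37°C, 5% CO2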
# ER stress rescue: rescue of cells from ER stress-induced death, primary screen, 384-well, CSM14.1, thapsigargin, ATP luminescence (AID 1222). CSM14.1 thapsigargin-induced death rescue, ATP luminescence; higher % means a stronger effect. cellular ATP content (survival), % at 20 µM, or EC50 in µM where a hit was titrated. 190,000 tested, under 10 active;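 active = EC50 below 50 µM in the dose-response confirmation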;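 also: death triggered by thapsigargin at about 15 µM added after 2 h compound pretreatment; cell ATP read after overnight thapsigargin exposure of roughly 18 to 22 hours; normalized against plate controls of thapsigargin alone and 5% DMSO vehicle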
# Dynein transport: dynein cargo transport inhibition; hit rate 0.47% among 220,000; z-score, hits read low; 3617.4 mouse cells, GR-EGFP nuclear translocation imaging; test concentration mostly 20 µM; stimulated with dexamethasone, 1 µM; active compounds read low;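 active = plate z-score of nuclear minus cytoplasmic receptor signal below a set negative limit, without overly bright fluorescence or cell loss, cut at about -3.5 in these data, passing the limit was not always enough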;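 also: z-score of nuclear minus cytoplasmic ring GR-EGFP intensity difference per well; some compounds called inactive have numbers as strong as hits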
#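 Buffer or medium – tet-free medium with charcoal-stripped serum · Signal – automated 10x imaging of fixed Hoechst-stained cells · Also added – dexamethasone agonist, 1.0 µM final, for 30 min · Incubation – induction 48 h, compound 1 h, agonist 30 min · Read-out – GR-EGFP nuclear translocation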
# Dynein transport cytoplasmic EGFP: further read-out of Dynein transport, marked with its call; z-score; measured here: cytoplasmic GR-EGFP intensity; active compounds read high
# Dynein transport nuclear GR-EGFP: also measured in Dynein transport; calls as there; z-score; measured here: nuclear GR-EGFP intensity;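 lower value marks the stronger effect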
# Dynein transport cell count: also measured in Dynein transport; calls as there; z-score; measured here: cell count per field
# Ins promoter up cell count: further read-out of Ins promoter up, marked with its call; cell count; measured here: cytotoxicity, nuclei count;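 total cells summed across four imaged fields per well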
# Lipid droplet cells 6.5 µM: recorded beside Lipid droplet, whose call it bears; cell count; measured here: cell count, cytotoxicity flag;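 cells counted across two imaged fields per well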
# bCat nuc transl cell count 5 µM: also measured in bCat nuc transl; calls as there; cell count; measured here: cell count, cytotoxicity flag
# T cell HTS vesicle-bound %: also measured in T cell HTS; calls as there; double positive events, %; measured here: CD8+ vesicle-bound cell fraction;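 binding gate set so that unloaded-vesicle control wells show 10% double positive cells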
# MT stabilize HCS Hoechst-high %: further read-out of MT stabilize HCS, marked with its call; % Hoechst-high responders; measured here: nuclear condensation Hoechst responders;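 share of cells brighter than vehicle mean plus two SD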
# MT stabilize HCS cytotoxicity %: further read-out of MT stabilize HCS, marked with its call; toxicity, %; measured here: cytotoxicity by cell density;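 0% = mean cell density of plate MIN control wells and 100% = no cells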
# Autophagy HCS cell loss 18 h: also measured in Autophagy HCS; calls as there; toxicity, %; measured here: cell loss, nuclei count;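 cell loss after 18 h compound exposure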
# Starred values were filed as active, the others as inactive; i = inactive; / = no result given; + = active, no number.
SMILES,Lipid droplet,Lipid droplet cells 6.5 µM,T cell HTS,T cell HTS vesicle-bound %,Autophagy HCS,Autophagy HCS cell loss 18 h,MT stabilize HCS,MT stabilize HCS Hoechst-high %,MT stabilize HCS cytotoxicity %,Salmonella PhoP GFP,Ins promoter up,Ins promoter up cell count,bCat nuc transl,bCat nuc transl cell count 5 µM,ER stress rescue,Dynein transport,Dynein transport cytoplasmic EGFP,Dynein transport nuclear GR-EGFP,Dynein transport cell count
CCCOc1ccc(N2C(=O)CC(N3CCN(S(=O)(=O)c4ccccc4)CC3)C2=O)cc1 (stereo unspecified),6,768,i,12,i,0,0.7,1.2,1.5,3%,/,/,/,/,0.0%,-0.39,-0.35,-0.43,0.49
Cc1ccc(S(=O)(=O)N(C)Cc2ccc(C(=O)NN=C(CC(C)C)CC(C)C)cc2)cc1,3,626,i,66,i,-7,3.7,3.4,8.0,0%,-0.62,1203,-0.5,446,-3.9%,-0.64,-0.3,-0.69,0.66
Cc1nn(CCS(=O)(=O)c2ccc(Cl)cc2)c(C)c1Br,6,744,i,32,/,/,/,/,/,7%,1.4,936,-1.0,1331,/,0.08,-0.14,0.45,-0.015
O=C(NCc1ccc(Cl)cc1)c1cc(-c2cccs2)on1,/,/,i,31,i,1,4.5,2.9,1.4,-20%,-0.5,1391,-4.7,856,-1.7%,0.23,-0.35,-0.22,0.39
CCOc1ccc(NC(=O)CSc2nnc(-c3ccccc3)n2N)cc1,/,/,i,36,i,15,6.5,3.2,15,-4%,1.4,1180,-2.5,842,-0.3%,0.56,-0.15,0.23,0.087
CCOc1ccc(C(=O)Nc2cccc(SC)c2)cc1,8,703,i,49,i,14,4.5,2.6,5.9,-9%,0.45,1422,-1.3,596,-5.3%,-0.83,-0.31,-0.82,1.2
Cc1nc2ccc(NC(=O)c3cccc(S(=O)(=O)N4CC(C)OC(C)C4)c3)cc2s1 (stereo unspecified),0,769,i,61,i,-13,0.9,0.9,5.0,5%,0.22,727,/,/,-0.8%,-0.88,-0.27,-0.28,0.53
COc1ccc(CNc2n[nH]c(NCc3ccc(OC)c(OC)c3)n2)cc1OC,0,755,i,58,i,-1,1.6,1.2,2.7,-5%,0.57,1225,3.5,1112,2.4%,-1.3,-0.26,-1.3,0.32
Cc1ccc(S(=O)(=O)c2c(N)n(NC(=O)c3ccccc3C)c3nc4ccccc4nc23)cc1,11,819,i,36,i,21,1.0,1.5,11,-2%,/,/,/,/,-1.4%,-0.058,-0.27,0.32,0.13
CCCCOc1nc(N2CCOCC2)nc(C)c1[N+](=O)[O-],11,731,i,57,/,/,/,/,/,-7%,-0.23,1444,-1.3,1173,/,0.51,-0.25,0.15,-0.26
COc1cc(/C=N/NC(=S)Nc2cccc(C(=O)O)c2)ccc1O,6,673,i,34,i,12,2.5,2.3,3.6,6%,0.29,1448,-1.8,1149,-5.3%,0.85,-0.26,0.59,-0.61
Cc1cc(C)c2c3c(oc2n1)C(=O)N(c1cccc(Cl)c1)CC(=O)N3,-1,727,i,29,/,/,/,/,/,-5%,-0.4,1075,-0.8,1310,/,-0.09,-0.23,0.4,0.35
CCOC(=O)c1[nH]c(C)c(C(=O)N2CCN(c3ccccc3OC)CC2)c1C,8,751,i,58,i,-10,4.7,0.8,12,-4%,0.48,1331,1.2,1093,-0.1%,1.4,-0.21,0.27,-0.059
CC(CCc1ccccc1)NC(=O)CN1CCOc2ccccc21 (stereo unspecified),/,/,i,43,i,1,3.7,1.9,0.5,/,/,/,/,/,/,1.6,-0.0039,1.2,-0.79
N#CCC(CNc1ncc(C(F)(F)F)cc1Cl)OC(=O)c1cccc(C(F)(F)F)c1 (stereo unspecified),-2,667,i,10,i,2,1.7,1.7,2.1,1%,-0.43,1834,1.3,1005,-1.1%,0.24,-0.25,-0.45,0.38
COCCNC(=S)Nc1ccccc1[N+](=O)[O-],0,633,i,25,i,-37,1.9,2.1,6.9,-7%,0.25,1595,-4.5,1031,-2.2%,-0.29,-0.31,-0.17,0.65
CCn1nc(CC(=O)Nc2nnc(CC(=O)N3CCCCC3)s2)c2ccccc2c1=O,0,804,/,/,i,6,2.7,0.7,5.9,-11%,0.43,887,0.3,1009,2.7%,-0.18,-0.26,0.32,1.1
O=[N+]([O-])c1ccc(N/N=C/c2c[nH]c3ccccc23)c(S(=O)(=O)Nc2ccc(Cl)cc2)c1,1,775,i,23,+,28*,3.9,1.7,7.1,18%,/,/,1.4,1160,-1.4%,-2.6,8.9,0.42,2
COC(=O)C1CCN(C(=O)Cc2ccccc2OC)CC1,22,644,i,52,i,6,4.5,1.1,9.5,7%,-0.22,1606,-1.1,958,-1.1%,-0.045,-0.33,0.49,0.68
CCC1CCCCN1C(=O)c1ccc(OC2CCN(C(=O)C3CC3)CC2)cc1 (stereo unspecified),2,727,i,54,i,16,2.4,1.7,5.6,5%,-0.66,1626,0.4,1541,3.0%,1.9,-0.28,1,-0.52
Nc1nsnc1C(=O)NCCO,/,/,i,47,i,5,3.8,1.7,3.5,3%,0.31,1366,-7.0,815,0.1%,0.42,0.83,0.89,-0.74
C/C=C/c1ccc(OCCN2C(=O)NC(C)(C)C2=O)c(OC)c1,-18,762,i,43,i,5,2.2,1.1,4.6,-13%,2.1,943,-4.9,1054,-2.2%,0.05,-0.21,0.36,-0.43
Cc1ccc(/C=N/NC(=O)C(NC(=O)c2ccccc2)c2n[nH]c(=O)c3ccccc23)cc1 (stereo unspecified),/,/,i,37,i,-29,2.9,0.9,8.4,-9%,-0.1,1451,1.8,1361,-0.5%,0.0021,-0.22,-0.18,0.014
Cc1cc(NC(=O)/C=C/C(=O)N(CC(=O)NC2CCCC2)c2cccc3ccccc23)no1,-27,727,i,23,i,-1,1.8,2.3,8.4,0%,1.4,1143,-1.6,1137,-2.2%,-1,-0.085,-0.41,0.23
COc1ccc(OC)c(S(=O)(=O)Nc2cnc3ccccc3c2)c1,-2,724,i,23,i,5,1.6,2.4,6.5,0%,-0.3,1275,/,/,-1.3%,0.19,-0.19,0.4,0.4
Cc1cccc(N2C(=S)NC3c4cc(Cl)ccc4OC2(C)C3C(=O)N(C)C)c1 (stereo unspecified),-7,748,i,18,i,-8,2.9,2.7,7.4,1%,/,/,-1.7,1096,-0.8%,-1.2,0.033,-0.48,0.41
O=C(CN1CCCCCC1)Nc1ccccc1F,2,686,i,26,i,2,3.3,1.4,3.6,10%,1.1,1917,-1.1,1117,0.0%,2.4,2,1.9,-1.6
CC(c1ccon1)N(C)Cc1c(C(=O)N(C)Cc2ccccc2)nc2ccccn12 (stereo unspecified),-24,592,i,22,i,5,1.9,1.4,0.6,7%,/,/,0.7,1588,-1.3%,1.3,-0.18,0.48,-0.66
COC(=O)c1ccc(S(=O)(=O)N2Cc3ccccc3C2)cc1,4,677,i,64,i,-6,3.5,1.5,2.4,8%,-0.3,1238,-0.6,1061,/,0.17,-0.21,0.068,0.49
Cc1cc(C)nc(NC(C)(C)C(=O)O)n1,7,787,i,5,i,-2,2.9,1.9,8.3,/,0.2,1520,2.4,962,0.7%,-0.71,-0.24,0.00026,0.97
COc1ccc(-c2nn(-c3ccccc3)cc2C(=O)N/N=C/c2ccc([N+](=O)[O-])o2)cc1,11,705,i,54,i,22,2.3,2.7,3.3,-4%,-0.13,1290,0.5,1478,-0.2%,-0.81,-0.23,-0.1,0.54
Cc1cc(Oc2ccc(C(C)(C)C)cc2)nc(N2CCOCC2)n1,/,/,i,2,i,2,2.6,1.5,18,-2%,-0.72,945,/,/,2.5%,-0.84,-0.39,-0.6,0.96
Cc1ccccc1N1CCN(S(=O)(=O)N(C)C)CC1,20,671,i,49,i,14,3.0,1.3,2.4,-11%,-0.46,1577,-2.2,1072,-1.3%,-0.98,-0.05,-0.41,0.74
CC(C)(C)c1nnc(N/N=C/c2ccc(Br)cc2)n(N)c1=O,-1,403,i,44,i,0,1.5,2.6,5.6,13%,1,1371,-0.7,1026,-3.9%,-0.32,-0.19,-0.38,0.54
Cc1ccc(C(=O)Nc2nnc(-c3ccc(C(C)(C)C)cc3)s2)cc1,/,/,i,51,i,15,2.9,1.8,3.8,-2%,2.6,1358,-4.5,881,1.0%,0.0081,0.12,0.4,-0.43

# Retrieved one by one from the list above, 2 records:
SMILES,Lipid droplet,Lipid droplet cells 6.5 µM,T cell HTS,T cell HTS vesicle-bound %,Autophagy HCS,Autophagy HCS cell loss 18 h,MT stabilize HCS,MT stabilize HCS Hoechst-high %,MT stabilize HCS cytotoxicity %,Salmonella PhoP GFP,Ins promoter up,Ins promoter up cell count,bCat nuc transl,bCat nuc transl cell count 5 µM,ER stress rescue,Dynein transport,Dynein transport cytoplasmic EGFP,Dynein transport nuclear GR-EGFP,Dynein transport cell count
Cc1cc(Oc2ccc(C(C)(C)C)cc2)nc(N2CCOCC2)n1,/,/,i,2,i,2,2.6,1.5,18,-2%,-0.72,945,/,/,2.5%,-0.84,-0.39,-0.6,0.96
Cc1cc(C)nc(NC(C)(C)C(=O)O)n1,7,787,i,5,i,-2,2.9,1.9,8.3,/,0.2,1520,2.4,962,0.7%,-0.71,-0.24,0.00026,0.97
